# Screening results (PubChem)
# Rev-erbA mod: modulators of human Rev-erb alpha DNA binding; P20393; Rev-erbα–FITC-DNA binding, fluorescence polarization, 90 min; activity, % at 10 µM; 370,000 tested, 0.79% active; AID 1259318;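 active = activity above about 14%, limit read from the data; passing the limit was not always enough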;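 note: 0% = DMSO wells with 35 nM protein and 100% = DMSO wells with 750 nM protein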
# Target sequence (P20393 whole entry, looked up): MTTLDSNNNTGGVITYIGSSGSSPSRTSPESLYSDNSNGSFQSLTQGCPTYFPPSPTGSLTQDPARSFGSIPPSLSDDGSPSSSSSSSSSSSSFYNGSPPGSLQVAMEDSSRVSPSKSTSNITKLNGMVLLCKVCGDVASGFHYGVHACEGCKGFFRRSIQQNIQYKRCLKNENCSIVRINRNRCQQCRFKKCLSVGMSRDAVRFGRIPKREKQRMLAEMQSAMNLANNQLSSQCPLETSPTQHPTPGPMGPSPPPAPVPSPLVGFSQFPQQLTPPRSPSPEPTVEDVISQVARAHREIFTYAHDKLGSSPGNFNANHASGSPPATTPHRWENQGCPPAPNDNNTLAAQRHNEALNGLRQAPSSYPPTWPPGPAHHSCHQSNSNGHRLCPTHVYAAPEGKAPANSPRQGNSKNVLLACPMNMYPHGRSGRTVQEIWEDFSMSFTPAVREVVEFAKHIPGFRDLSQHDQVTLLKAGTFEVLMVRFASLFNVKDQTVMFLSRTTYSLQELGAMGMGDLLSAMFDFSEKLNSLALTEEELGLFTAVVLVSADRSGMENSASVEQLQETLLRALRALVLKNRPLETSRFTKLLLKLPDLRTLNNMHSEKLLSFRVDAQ
# PG9 binder: binds the HIV-1 gp120 antibody PG9 | TR-FRET gp120-PG9 antibody binding | inhibition, % at 6.7 µM | 360,000 tested, 0.43% active | AID 624416; in the data active = inhibition above about 8.5%
# TCR CD3 inh: inhibitors of human TCR-CD3 interaction. TAMRA-labeled TCR probe fluorescence, biochemical. inhibition, % at 9.4 µM. 360,000 tested, 0.37% active; in the data active = inhibition above about 19%;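 note: recombinant mutant TCR 2C K166C tagged with TAMRA read by polarization; 0% = receptor in buffer alone and 100% = receptor with positive control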
# PRMT1 inh: blocks human protein arginine methyltransferase 1. 370,000 tested, 1.3% active. Q99873. recombinant PRMT1, activity-based probe fluorescence polarization. inhibition, % at 2.79 µM;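 active = inhibition above about 21% made by adding two undisclosed values, limit read from the data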
# SIAE inh: blocks human sialic acid acetylesterase | Q9HAT2 | SIAE FP-Rh probe binding, fluorescence polarization | inhibition, % at 9.66 µM | 370,000 tested, 0.69% active | AID 1053197;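 active = inhibition above a cutoff: mean of compounds within the control limits plus 3 SD of those, cut at about 17% in these data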;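 note: 0% = plate median of compound wells and 100% = probe without SIAE protein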
# ABHD4 inh: inhibits mouse alpha/beta hydrolase domain 4. Q8VD66. purified mABHD4, FP-Rh probe fluorescence polarization. inhibition, % at 8.92 µM. 370,000 tested, 0.54% active. AID 720543;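 active = inhibition exceeding the mean over every tested compound plus 3 SD, cut at about 30% in these data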;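 note: 0% = plate median of compound wells and 100% = S159A mutant with DMSO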
#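 system = mouse ABHD4 enzyme, wild type | medium = HEPES pH 7.0, NaCl, Pluronic buffer | also added = FP-Rh probe | incubation = Enzyme–compound pre-incubation 45 min, then probe 60 min, both 25 °C | technique = fluorescence polarization, excitation 525 nm, emission 598 nm, BODIPY TMR filters | controls = S159A mutant high control, sample median low control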
# TDP2 inh: TDP2 (human) inhibition, absorbance primary screen. O95551. recombinant TDP2, T5PNP hydrolysis, p-nitrophenol absorbance 415 nm. inhibition, % at 12.8 µM. 370,000 tested, 0.34% active;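 active = inhibition above the mean of all tested compounds plus 3 SD, set per campaign, cut at about 25% in these data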;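 note: 0% = DMSO with enzyme and 100% = buffer with substrate but no TDP2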
# Target sequence (O95551 whole entry, looked up): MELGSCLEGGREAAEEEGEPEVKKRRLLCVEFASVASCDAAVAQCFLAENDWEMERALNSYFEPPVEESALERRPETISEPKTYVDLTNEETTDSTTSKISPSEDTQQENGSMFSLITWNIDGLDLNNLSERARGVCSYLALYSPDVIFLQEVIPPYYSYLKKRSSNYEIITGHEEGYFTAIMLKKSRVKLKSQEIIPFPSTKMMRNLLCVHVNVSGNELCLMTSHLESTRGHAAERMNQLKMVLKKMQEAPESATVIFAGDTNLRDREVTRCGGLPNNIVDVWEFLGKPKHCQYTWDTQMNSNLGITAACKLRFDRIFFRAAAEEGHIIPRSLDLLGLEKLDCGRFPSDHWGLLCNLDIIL
#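 Assay system: recombinant human TDP2 / Reagent: T5PNP substrate at 5 mM, a TopII-DNA adduct mimic / Measured by: epi absorbance from released p-nitrophenol / Evaluation: % inhibition relative to enzyme-containing and enzyme-free wells / Control set: enzyme-free and DMSO wells / Replicates: each compound tested once, singlicate / Schedule: enzyme reaction with compound for 2 h at 37 °C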
# rCAG binder: molecules binding r(CAG) RNA repeats; r(CAG) RNA repeat, TO-PRO-1 dye displacement fluorescence; inhibition, % at 3 µM; 370,000 tested, 1.3% active; AID 651821;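 active = inhibition above the plate cutoff, the mean of all test compounds on that plate plus 3 SD, cut at about 35% in these data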;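 note: 0% = DMSO alone and 100% = 100 µM mitoxantrone as full dye displacement; higher means more dye released from RNA so lower well fluorescence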
# LEDGF integ inh: blocks HIV-1 LEDGF/p75-dependent DNA integration. inhibition, % at 3.7 µM. TR-FRET IN-LEDGF/p75 DNA integration, Eu/Cy5. 370,000 tested, 0.64% active;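 active = inhibition above the screen-wide mean plus 3 SD, cut at about 13% in these data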;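 note: signal is the Cy5 over europium emission ratio at 671 and 618 nm; 0% = plate median of compound wells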
# HTRA1 inhibitor: blocks human HTRA1 serine peptidase | recombinant HTRA1, FP-rhodamine activity-based probe, fluorescence polarization | inhibition, % at 5.96 µM | 340,000 tested, 0.5% active; in the data active = inhibition above about 36%;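 note: 0% = enzyme with DMSO and 100% = wells lacking enzyme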
# The depositor's hits bear a star; / = not tested or not shown. An excerpt; the hit share may differ from the screen's.
SMILES,Rev-erbA mod,PG9 binder,TCR CD3 inh,PRMT1 inh,SIAE inh,ABHD4 inh,TDP2 inh,rCAG binder,LEDGF integ inh,HTRA1 inhibitor
CCN(CC)CCN(C(=O)c1ccc2c(c1)OCCO2)c1nc2c(Cl)cccc2s1,-3,-1.6,-3,3,-6,5,1,-4,-2,-18
Cc1cccc(COCC(CC(C)C)N2CCN(C(=O)c3ccc(C(F)(F)F)cc3)CCC2=O)c1 (stereo not given),-2,-0.2,0,0,8,-9,-11,-10,-3,-21
Cc1ccc(S(=O)(=O)N2CCN(C(=O)CSc3nc(N)cc(=O)[nH]3)CC2)c(C)c1,-2,-1.7,-2,-3,-1,4,-7,11,4,-3
COc1cccc(C2/C(=C(\O)c3ccc4c(c3)OCCO4)C(=O)C(=O)N2CCCn2ccnc2)c1 (stereo not given),-7,12*,1,0,0,0,-5,2,-1,-1
O=C(Nc1ccc(C(=O)NN2C(=O)c3ccccc3C2=O)cc1)c1ccccc1,8,-0.5,0,-3,-1,-14,-1,4,6,-14
CC1(C)CC2(CCO1)OC(=O)CC2C(=O)Nc1ccc(Br)cc1 (stereo not given),-3,-1.7,-7,-4,-3,-3,16,-1,1,1
CCOc1ccccc1C(=O)N[C@H](C(=O)NNC(=O)c1cccs1)C(C)C,-10,-0.8,5,1,1,1,1,1,1,-4
CC(=O)c1c(N)nc2n(c1=O)CCCCC2,-4,0.2,0,-2,-2,8,4,0,2,2
Cc1cc(NC(=O)C(C)SCC(=O)Nc2cc(C(F)(F)F)ccc2N2CCOCC2)no1 (stereo not given),1,-1.9,-5,-3,-4,1,8,-5,0,2
COc1ccccc1NC(=O)CN1CCN(c2ccccc2F)CC1,0,0.6,-2,0,-7,3,4,-7,-1,-10
CC(NC(=O)c1cc(F)c(F)cc1Cl)C1CC2CCC1C2 (stereo not given),4,-0.8,3,0,-5,7,-5,1,-1,-5
CC(C)(CNC(=O)c1cccc(S(=O)(=O)NCc2ccccc2)c1)N1CCOCC1,-4,-0.1,-5,1,-6,4,1,-6,-1,3
O=C(c1ccccc1F)N1CCN(S(=O)(=O)c2ccc3c(c2)OCCO3)CC1,8,0.0,2,-9,-1,-1,-10,2,6,2
O=C(Cc1cccs1)NC1CCCCN(Cc2ccc(Cl)cc2)C1=O (stereo not given),9,/,/,-2,-1,1,4,4,1,/
O=C1/C(=C/c2cccs2)Cc2ccccc21,3,-0.4,-6,-2,11,4,8,-1,1,-3
NC(=O)CC(NC(=O)Cc1ccc(Br)cc1)c1ccc(NC2CCC2)c([N+](=O)[O-])c1 (stereo not given),10,-0.5,7,0,2,14,-7,17,1,-2
C=CCN1C(=O)/C(=C\c2ccc(Oc3nc(N4CCOCC4)nc(N4CCOCC4)n3)c(OC)c2)SC1=S,-3,-2.6,-1,-2,-3,-3,-11,13,-7,1
NC(=O)CSc1nnc(COc2ccccc2)n1Cc1ccco1,1,-0.7,1,0,0,0,9,-2,-1,6
O=C(Nc1ccc2ccccc2n1)c1ccccc1,2,-0.9,1,-3,-4,1,-5,-2,-6,-6
Cc1ccn2c(=O)nc(SCC(=O)NCc3ccco3)nc2c1,-2,1.3,-1,13,-3,6,11,6,2,3
Cc1ccc(N(Cc2ccc(C(=O)NCC3CCCO3)cc2)S(C)(=O)=O)cc1C (stereo not given),-4,-0.1,7,-3,20*,-4,9,-5,1,-4
COc1ccc(C(C)(O)c2nc(-c3cccc(C(=O)O)c3)cs2)cc1 (stereo not given),2,-1.9,3,-1,-1,-2,11,5,-4,/
CC1CCCN(C(=O)COC(=O)c2ccc(=O)n(Cc3ccccc3)n2)C1 (stereo not given),8,-1.5,2,-3,-2,1,-3,-5,3,0
Cc1noc(C)c1C(=O)OCC(=O)c1c[nH]c2ccccc12,-6,-0.7,0,0,-3,5,1,3,2,-8
Cc1ccc(C(C(=O)NC2CCCC2)N(C(=O)CCC(=O)Nc2cc(C)on2)c2ccccc2)cc1 (stereo not given),-1,0.6,-1,-1,-5,0,12,0,1,9

# Another view of part of the listing above:
SMILES | Rev-erbA mod | PG9 binder | TCR CD3 inh | PRMT1 inh | SIAE inh | ABHD4 inh | TDP2 inh | rCAG binder | LEDGF integ inh | HTRA1 inhibitor
NC(=O)CSc1nnc(COc2ccccc2)n1Cc1ccco1 | 1 | -0.7 | 1 | 0 | 0 | 0 | 9 | -2 | -1 | 6
CC1CCCN(C(=O)COC(=O)c2ccc(=O)n(Cc3ccccc3)n2)C1 (stereo not given) | 8 | -1.5 | 2 | -3 | -2 | 1 | -3 | -5 | 3 | 0

# (further entries)
SMILES,Rev-erbA mod,PG9 binder,TCR CD3 inh,PRMT1 inh,SIAE inh,ABHD4 inh,TDP2 inh,rCAG binder,LEDGF integ inh,HTRA1 inhibitor
Cc1ccc(C(=O)NC2CCN(S(=O)(=O)c3ccccc3F)CC2)cc1,-5,-0.7,-1,-2,0,2,4,-4,-5,-1
CCOC(=O)c1c(C)[nH]c(C)c1C(=O)COC(=O)COc1ccc(Cl)c(C)c1,-2,-0.8,0,-2,2,-6,9,0,1,-21
C/C(=N\NC(=S)NC(C)C)c1ccccc1OC(F)F,4,0.0,-2,0,3,5,3,-4,2,-2
CCN(CC)C(=O)c1scc2c1OCCO2,3,-0.1,-7,-1,-3,15,4,-2,2,0
CCOC(=O)c1sc2c(c1C)c(=O)n(Cc1ccccc1)c(=O)n2CCN(C)C,1,-1.4,6,-3,8,-4,10,-10,1,-6
COC(=O)c1sc(NC(=O)c2csc3c2CCCC3)nc1C,4,0.7,3,-5,-10,4,6,13,2,-39
O=C(O)CSC(=S)N1CCCC1,3,-0.1,-1,0,-5,0,6,-1,1,0
CCc1c(C)nc2[nH]nc(NC(=O)C(F)(F)F)n2c1=O,-5,-1.9,3,-3,-1,3,6,2,0,5
CC(OC(=O)c1oc2ccccc2c1COc1ccccc1)C(N)=O (stereo not given),-1,-1.8,-3,3,-3,-1,4,-1,-10,-3
COCCSc1nnc(NC(=O)C2CC(=O)N(C3CCCC3)C2)s1 (stereo not given),-3,-1.2,2,-2,8,5,14,3,-1,0
Cc1onc(COc2ccccc2O)c1Br,-5,-0.2,5,0,0,-2,-9,-5,-2,-1
CC1CCCN(C(=O)COC(=O)c2cc(Br)ccc2O)C1 (stereo not given),8,3.0,0,-1,7,3,-8,1,2,-13
CCNC(=O)Nc1cc(S(=O)(=O)N2CCOCC2)ccc1N1CCCCC1,-2,-1.6,-3,-1,1,6,-7,2,-1,-3
CCCCCN(C(=O)CCC(=O)OCc1ccc(Cl)cc1Cl)c1c(N)n(CCCC)c(=O)[nH]c1=O,-8,0.7,-7,1,-2,-2,1,2,1,-5
COc1ccc(Nc2cc(C(=O)NCCCOC(C)C)c3ccccc3n2)c(OC)c1,-1,-4.2,-2,-2,9,10,-7,2,2,13
O=C(CC12CC3CC(CC(Br)(C3)C1)C2)NCc1ccccc1,2,-1.1,3,-1,0,1,16,-5,-1,2
CC(C)(C)N(NS(=O)(=O)c1ccc(F)cc1)c1ccccc1,-2,-1.3,2,22*,7,8,-4,-4,-2,6
CCc1ccc(N2CC34C=CC(O3)C(C(=O)OC(C)C)C4C2=O)cc1 (stereo not given),-3,1.5,3,-1,2,8,5,1,-1,7
CC(=O)c1ccc(NC(=O)CC(NCCC2=CCCCC2)C(=O)O)cc1 (stereo not given),-1,-0.8,-4,-3,2,-3,-14,4,2,-2
Cc1ccc(/C=C/C(=O)Nn2cnnc2)cc1,-6,-3.5,0,-2,0,5,1,5,1,4
Cc1cc(C)c2[nH]c(=O)c(CN(CC3CCCO3)C(=S)NCc3ccco3)cc2c1 (stereo not given),1,0.9,-2,-1,-4,-2,10,1,-1,-22
O=c1[nH]c(-c2ccccc2)ncc1Oc1ccccc1,2,-2.4,-3,0,4,4,12,1,0,/
CCOc1ccc(NC(=O)Cc2c(C(=O)O)n(C)c3ccccc23)cc1,1,-3.6,1,5,9,-1,11,20,-4,2
CCN(C(=O)C1CCCN(c2nc(-c3ccc(OC)cc3)no2)C1)c1ccccc1F (stereo not given),11,-0.6,-6,5,0,-6,-5,0,0,-21
CN(CC1CCCN(CCc2ccc(Cl)cc2)C1)C(=O)CC(F)(F)F (stereo not given),6,-3.6,-9,-3,2,-2,-20,0,5,4

# Next results follow.
SMILES,Rev-erbA mod,PG9 binder,TCR CD3 inh,PRMT1 inh,SIAE inh,ABHD4 inh,TDP2 inh,rCAG binder,LEDGF integ inh,HTRA1 inhibitor
COC(=O)CSc1nnc(C)n1-c1ccc(C)cc1,-2,-1.5,3,-3,2,8,-1,-5,0,2
CCCOc1ccc(/C(O)=C2/C(=O)C(=O)N(CCCn3ccnc3)C2c2cccs2)cc1 (stereo not given),1,-0.1,7,1,-8,3,8,1,0,2
Nc1cc(N)nc(SCc2ccccc2)n1,2,-2.0,2,-3,5,-3,-17,3,-5,4
Nc1nnc(SCC(=O)Nc2cccc(S(=O)(=O)N3CCCCC3)c2)s1,-3,-1.0,8,3,-1,-3,7,13,2,-11
Cc1ccc(CNCC(=O)Nc2cccc(S(=O)(=O)NC3=NCCCCC3)c2)cc1,3,1.4,3,1,-2,6,16,-7,-3,-1
C[C@H]([C@H](O)c1ccccc1)N(C)C(=O)CN,6,-2.4,-1,-4,-4,-1,-22,2,0,2
CC(=O)Nc1ccc(NC2=Nc3ccccc3N3C2=Nc2c(c(C)nn2-c2ccccc2)C3c2ccccc2)cc1 (stereo not given),-4,-2.5,0,1,1,3,-6,5,-1,5
CCc1cc2c(=O)c(-c3nc4ccccc4n3C)coc2c(CN2CCOCC2)c1O,-2,-0.4,-7,-4,1,6,-6,-2,0,8
Cc1ccc(CN2CCCCC(NC(=O)c3ccccc3C)C2=O)cc1 (stereo not given),-2,/,/,-2,8,-1,7,0,-3,/
O=C(Cc1ccccc1)N1CCN(S(=O)(=O)c2ccc([N+](=O)[O-])cc2)CC1,6,0.8,2,-3,3,2,6,-3,3,0
CC(=O)Nc1ccc(NC(=O)CCn2cnnn2)cc1,-2,0.6,5,-4,-6,-3,-10,1,6,0
CCn1ncc([N+](=O)[O-])c1C(=O)Nc1ccc(C(=O)N2CCCCC2)cc1,-8,-0.7,-3,3,-2,1,0,-5,1,7
COc1cc(C(=O)OC(C)CN2C(C)CCCC2C)cc(OC)c1OC (stereo not given),-5,-0.3,1,-1,-3,-10,0,-9,-3,-2
CCN1CCCC1CNC(=O)C(=O)NC(C)c1ccccc1 (stereo not given),1,0.4,5,-4,19*,6,8,-4,1,8
COc1ccc(Cn2nnnc2CN2CCOCC2)cc1,2,0.1,3,-6,5,2,5,-1,1,-1
COC(=O)c1c(C)cc(C)c2c1CC(C)(C)C2=O,0,0.6,-5,10,-5,-13,-9,-2,0,9
COc1ccc2oc(=O)c(-c3nnc(N)s3)cc2c1,0,-3.4,-8,-1,-10,-6,-20,7,4,7
Cc1c(NC(=O)C2CCCNC2=O)c(=O)n(-c2ccccc2)n1C (stereo not given),3,0.7,-1,-3,6,5,7,0,-1,1
O=C(N=NC(=O)c1ccc2c(O)n(CC3CCCO3)c(O)c2c1)c1cccnc1 (stereo not given),0,0.6,-11,-2,0,-2,-17,4,1,-3
CC(C)(C)NC(=O)Nc1ccc(F)c(Cl)c1,-5,1.8,2,-2,-2,-6,15,0,2,6
